ARFGAP1 inh: inhibitors of rat ARFGAP1 GAP activity, primary screen, biochemical, fluorescence polarization, GDP tracer. Arfgap1-stimulated ARF1 GTP hydrolysis, GDP FP detection. 360,000 tested, 0.26% active. ADP-ribosylation factor GTPase-activating protein 1 (Rattus norvegicus), Q62848. AID 651572, 2012. inhibition, % at 16.5 µM;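 active means inhibition above a per-plate limit, mean inhibition of low control wells plus 3 SD, cut at about 25% in these data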;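 further: 0% = DMSO wells with enzyme and 100% = wells lacking Arfgap1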
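Replicates: Single well per compound | Assay system: Truncated rat Arfgap1 GAP domain | Control set: No-Arfgap1 wells (100%) versus DMSO full-reaction wells (0%) | Times: Enzyme reaction 120 min at 25 °C after 20 min preincubation | Reagent: Human ARF1(Δ1-17)-GTP substrate | Measured by: Tracer-displacement fluorescence polarization with EDTA stop, 620/688 nm | Measure: Percent inhibition of Arfgap1-stimulated GTP hydrolysis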
NPR2 activator: human GC-B receptor activators, primary screen, HEK293 GC-B cells, cGMP TR-FRET, EC30 CNP | Atrial natriuretic peptide receptor 2 (Homo sapiens), P20594 | activation, % at 10 µM | AID 1920062, 2024 | 0% at EC30 CNP, 100% saturating CNP | 370,000 tested, 0.11% active;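 active means activation at 10 µM reaching about 35% in either raw or pattern-adjusted values, limit read from the data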
ADAM10 inh: human ADAM10 inhibitors, primary screen, biochemical, QFRET, HTS; inhibition, % at 7 µM; Disintegrin and metalloproteinase domain-containing protein 10 (Homo sapiens), O14672; 370,000 tested, 0.62% active; recombinant ADAM10, EDANS/DABCYL FRET peptide cleavage, 3 h;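 active means inhibition above a per-campaign cutoff equal to the mean of compounds falling between control-based bounds plus 3 SD, cut at about 20% in these data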;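 further: 0% = DMSO wells while the 100% control is not disclosed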
DDE Tn6 FP inh: inhibitors of Tn6 peptide binding to fibrin DD(E), primary screen, biochemical, fluorescence polarization, human fibrin, Tn6 probe; inhibition, % at 8.3 µM; Fibrin DD(E) TRITC-Tn6 fluorescence polarization displacement; AID 720509, 2013; Fibrinogen beta chain (Homo sapiens), P02675; 370,000 tested, 0.21% active;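 active means inhibition above a per-campaign cutoff: mean of compounds within control limits plus 3 SD, cut at about 15% in these data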;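 further: 0% = median of all compound wells on the plate and 100% = blocking peptide control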
rCAG binder: binders of r(CAG) RNA repeats, primary screen, biochemical, fluorescence. inhibition, % at 3 µM. AID 651821, 2012. 370,000 tested, 1.3% active. r(CAG) RNA repeat, TO-PRO-1 dye displacement fluorescence;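 active means inhibition above the plate cutoff, the mean of all test compounds on that plate plus 3 SD, cut at about 35% in these data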;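 further: 0% = DMSO alone and 100% = 100 µM mitoxantrone as full dye displacement; higher means more dye released from RNA so lower well fluorescence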
ASAP1 GAP inh: inhibitors of human ASAP1 ArfGAP activity, primary screen, biochemical, fluorescence polarization; ASAP1-stimulated ARF1 GTP hydrolysis, GDP FP detection; Arf-GAP with SH3 domain, ANK repeat and PH domain-containing protein 1 (Homo sapiens), …; inhibition, % at 16.5 µM; AID 624377, 2012; 360,000 tested, 0.19% active; in the data active means inhibition above about 25%;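 further: 0% = vehicle with enzyme and substrate and 100% = no enzyme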
FXN GAA850 act: FXN promoter activators, primary screen, cell-based, luciferase luminescence, HEK293 lucGAA850; 360,000 tested, 0.56% active; AID 540364, 2011; HEK293 lucGAA850 FXN promoter luciferase reporter, 24 h; percent of 10 µM SAHA response; activation, % at 6 µM;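 active means activation above the average of all compounds screened plus 3 SD, cutoff fixed separately per campaign, cut at about 7.5% in these data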;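 further: 0% = DMSO wells and 100% = 10 µM SAHA wells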
NPR1 activator: GC-A stimulated cGMP production enhancers – HEK293 GC-A cells, cGMP TR-FRET, EC30 ANP, primary screen; activation, % at 10 µM; AID 1671463, 2021; 370,000 tested, 0.14% active; Atrial natriuretic peptide receptor 1 (Homo sapiens), P16066; 0% at EC30 ANP, 100% saturating ANP; in the data active means activation above about 40%
Target sequence (P16066 whole entry, looked up): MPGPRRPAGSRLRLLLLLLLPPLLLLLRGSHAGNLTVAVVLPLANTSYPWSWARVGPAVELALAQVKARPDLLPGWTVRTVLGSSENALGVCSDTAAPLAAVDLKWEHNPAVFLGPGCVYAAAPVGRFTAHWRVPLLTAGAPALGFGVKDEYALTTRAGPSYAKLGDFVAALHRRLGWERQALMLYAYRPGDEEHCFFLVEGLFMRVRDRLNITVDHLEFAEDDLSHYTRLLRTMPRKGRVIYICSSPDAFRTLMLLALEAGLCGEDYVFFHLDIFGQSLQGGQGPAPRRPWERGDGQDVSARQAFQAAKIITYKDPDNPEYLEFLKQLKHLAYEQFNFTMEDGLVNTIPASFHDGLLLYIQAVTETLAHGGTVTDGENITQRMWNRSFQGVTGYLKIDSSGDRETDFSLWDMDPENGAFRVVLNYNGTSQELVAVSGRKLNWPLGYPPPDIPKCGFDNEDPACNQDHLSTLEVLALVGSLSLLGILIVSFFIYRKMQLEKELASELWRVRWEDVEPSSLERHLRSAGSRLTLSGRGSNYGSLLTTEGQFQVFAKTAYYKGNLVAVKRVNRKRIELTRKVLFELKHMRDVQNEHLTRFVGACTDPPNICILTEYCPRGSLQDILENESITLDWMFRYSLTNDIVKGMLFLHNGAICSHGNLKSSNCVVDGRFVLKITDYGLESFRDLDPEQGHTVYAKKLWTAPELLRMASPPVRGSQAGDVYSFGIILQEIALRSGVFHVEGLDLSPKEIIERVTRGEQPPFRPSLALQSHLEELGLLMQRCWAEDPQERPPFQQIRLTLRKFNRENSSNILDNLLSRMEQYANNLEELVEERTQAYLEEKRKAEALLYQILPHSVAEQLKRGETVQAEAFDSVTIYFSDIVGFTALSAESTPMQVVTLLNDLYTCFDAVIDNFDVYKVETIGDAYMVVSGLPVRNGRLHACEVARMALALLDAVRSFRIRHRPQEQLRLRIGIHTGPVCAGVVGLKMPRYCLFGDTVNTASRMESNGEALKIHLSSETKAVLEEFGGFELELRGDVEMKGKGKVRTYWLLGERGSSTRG
proKLK7 act: proKLK7 zymogen activators, primary screen, biochemical, fluorescence intensity; purified proKLK7, EDANS-DABCYL substrate fluorescence; 100% is mature enzyme control, 0% vehicle; activation, % at 7 µM; 370,000 tested, 0.9% active; AID 652039, 2013;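 active means activation above the mean of all tested compounds plus 3 SD, computed per campaign excluding outliers beyond control limits, cut at about 13% in these data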
HGIII-sPLA2 inh: human group III sPLA2 inhibitors, primary screen, biochemical, QFRET, BODIPY PC-A2 liposome substrate; inhibition, % at 12.2 µM; QFRET BODIPY PC-A2 liposome hydrolysis, fluorescence; Group 3 secretory phospholipase A2 (Homo sapiens), Q9NZ20; 370,000 tested, 0.56% active;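 active means inhibition above mean plus 3 SD of compounds lying within the high and low control bounds, cut at about 19% in these data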;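 further: 0% = median of test compound wells and 100% = no enzyme DMSO wells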
Numbers without * were called inactive; i = inactive; / = not tested or not shown; & = joins results of further samples.

canonical_smiles	ARFGAP1 inh	NPR2 activator	ADAM10 inh	DDE Tn6 FP inh	rCAG binder	ASAP1 GAP inh	FXN GAA850 act	NPR1 activator	proKLK7 act	HGIII-sPLA2 inh
COc1ccc(CN2C(=O)c3cccnc3C2=O)cc1S(=O)(=O)N1CCOc2ccc(Cl)cc21	-3	-8	-7	1	11	-13	0.4	-2	0.9	8
Cc1ccc(-n2cc(C(=O)c3cc(Cl)ccc3O)cc(C#N)c2=O)cc1	-3	0	-16	-3	27	2	-0.5	-1	-0.1	-25
Cc1ccc(-n2nc3c(c2NC(=O)c2ccco2)CS(=O)(=O)C3)cc1C	1	-6	0	-6	3	-15	0.4	-6	0.0	-7
CN(C)Cc1cn(-c2ccc(-c3noc4c3C(=O)N(CC(=O)N3CCOCC3)CC4)cc2)nn1	/	0	-2	7	4	/	/	2	-0.8	2
COc1ccc(C(=O)N2CCCC(Nc3ccc(F)c(F)c3)C2)c(OC)n1 (stereo not drawn)	9	2	2	2	-3	2	3.8	-1	-0.6	1
CCOC(=O)c1c(C)[nH]c(C(=O)CN2C(=O)NC(C)(c3ccc(C)cc3)C2=O)c1C (stereo not drawn)	6	11	5	2	-1	-2	-2.2	11	-0.1	-43
Cc1cc(C(=O)Nc2ccc3c(c2)OCCO3)c2ccccc2n1	7	1	-5	-8	-1	1	-3.1	3	-0.1	3
CCOC(=O)C1CCCN(CCC(=O)Nc2cccc(F)c2)C1 (stereo not drawn)	-1	5	5	4	-2	2	1.6	-1	0.6	0
Cc1c(Br)c([N+](=O)[O-])nn1C(C)C(=O)Nc1c(C)n(C)n(-c2ccccc2)c1=O (stereo not drawn)	2	1	0	7	0	-5	0.7	2	0.5	-2
CC(=O)Nc1cc(NC(C)=O)cc(C(=O)N2CCCC3CCCCC32)c1 (stereo not drawn)	5	1	-1	2	1	-13	-0.8	-1	-0.2	-6
O=C(CSc1nnc(-c2ccccc2)n1-c1ccccc1)c1cccs1	-8	-3	5	1	0	-11	-2.5	-2	-1.3	-36
COc1ccc(NC(=O)c2cccc(C(=O)Nc3ccc(OC)cc3)n2)cc1	8	-6	5	-6	2	-1	/	-12	0.2	-2
CCCCCCn1c(CN2CCN(Cc3ccccc3)CC2)nc2c1c(=O)n(C)c(=O)n2C	0	1	5	-6	-7	-4	-2.4	-6	0.1	-4
COC(=O)c1cc2occc2n1CC(=O)Nc1ccc(C)cc1C	5	1	1	1	0	-25	0.3	-3	0.0	-6
O=C(C1CCN(Cc2ccccc2)CC1)N1CCCC1	6	4	-9	0	-2	-6	-0.3	5	-0.2	7
COc1cc(C(=O)O/N=C(\N)c2ccccn2)cc(OC)c1OC	-10	2	0	-6	-2	-12	-0.2	0	0.4	-2
CCCC(C)NC(=S)Nc1cc(C)cc(C)c1 (stereo not drawn)	-10	-1	5	-1	0	0	1.4	4	0.2	0
CCOC(=O)N1CCN(c2ncnc3c2[nH]c2ccc(F)cc23)CC1	3	15	-109	-9	-2	-5	-1.0	9	0.2	8
O=C(N[C@@H](Cc1cccnc1)C(=O)N1CCC[C@H]1C(=O)NCCc1ccccc1Cl)c1ccc(Cl)c(Cl)c1	3	-11	-5	11	4	2	/	-9	1.2	-9
COCCn1c(C)cc(C2=NNC(=NC3CC3)SC2)c1C	-14	3	-7	-6	4	2	-16	2	-1.4	-4
O=C(O)CNc1nc(-c2ccccc2)nc2ccccc12	-11	1	-14	9	3	-9	2.3	4	0.6	0
O=C1CCN(Cc2ccccc2)CCN1[C@H](CO)Cc1ccccc1	1	5	3	-3	-6	-5	0.2	1	-0.6	4
Cc1cccc(C)c1NC(=O)C1(C)CSCC(=O)N1CC(C)C (stereo not drawn)	-11	-4	-5	1	0	-5	/	2	0.9	3
Cc1cc(C)nc(SCC(=O)NN)n1	-5	-1	-4	1	1	-1	3.0	2	-0.4	-1
CC(=O)N(C)c1ccc(NC(=O)/C=C/c2ccccc2Cl)cc1	-4	2	-4	-5	-3	12	5.4	6	-0.1	-6

Some of the entries so far, as labelled records.
SMILES: COc1ccc(CN2C(=O)c3cccnc3C2=O)cc1S(=O)(=O)N1CCOc2ccc(Cl)cc21
  ARFGAP1 inh = -3 | NPR2 activator = -8 | ADAM10 inh = -7 | DDE Tn6 FP inh = 1 | rCAG binder = 11 | ASAP1 GAP inh = -13 | FXN GAA850 act = 0.4 | NPR1 activator = -2 | proKLK7 act = 0.9 | HGIII-sPLA2 inh = 8

SMILES: Cc1ccc(-n2cc(C(=O)c3cc(Cl)ccc3O)cc(C#N)c2=O)cc1
  ARFGAP1 inh = -3 | NPR2 activator = 0 | ADAM10 inh = -16 | DDE Tn6 FP inh = -3 | rCAG binder = 27 | ASAP1 GAP inh = 2 | FXN GAA850 act = -0.5 | NPR1 activator = -1 | proKLK7 act = -0.1 | HGIII-sPLA2 inh = -25

Next part.
canonical_smiles	ARFGAP1 inh	NPR2 activator	ADAM10 inh	DDE Tn6 FP inh	rCAG binder	ASAP1 GAP inh	FXN GAA850 act	NPR1 activator	proKLK7 act	HGIII-sPLA2 inh
C[C@H](CO)N1C[C@H](C)[C@@H](CN(C)C(=O)Nc2ccccc2)Oc2ccc(NS(=O)(=O)c3ccc(F)cc3)cc2C1=O	-13	5	-4	2	1	2	0.2	2	0.7	-2
CC(=O)Nc1ccc(S(=O)(=O)c2ccc(N)cc2)cc1	14	5	1	5	3	9	3.1	1	0.1	-1
CCCNS(=O)(=O)c1ccc(OCC(=O)NCc2ccc3c(c2)OCO3)cc1	-5	-2	2	3	-1	13	1.5	1	-0.7	-5
COCCCNC(=O)CN(c1cc(C(F)(F)F)ccc1Cl)S(C)(=O)=O	2	6	7	0	-1	-14	3.4	3	0.5	-1
O=C(CN1CCOCC1)Nc1ccccc1Sc1ccccc1	-3	5	-5	-6	-5	2	1.0	6	-0.1	0
Cc1cccc(-n2c(Cc3cc(=O)[nH]c(=O)[nH]3)nnc2SCC(=O)NCc2ccco2)c1	-3	-3	-12	6	1	-10	-1.8	2	0.4	-14
Nc1ccc(S(=O)(=O)O)cn1	1&5&7	1&-4&-1	-1&0&-1	5&-4&-5	1&-3&0	5&12&7	0.7&1.9&1.3	4&-1&-1	0.5&0.2&-0.1	1&3&1
Cc1nnc(SCC(=O)NCC2CCCCC2)n(N)c1=O	1	9	-5	1	-1	-13	-0.7	3	0.7	7
COc1ccc(C(C)(NC(C)=O)c2nc(-c3ccc(F)cc3OC)cs2)cc1 (stereo not drawn)	7	-12	10	-5	2	8	-0.5	-8	0.0	-18
CCNC(=S)N1C2CCC1CC(NC(=O)Nc1ccc(C(=O)OCC)cc1)C2 (stereo not drawn)	-2	-2	2	0	-2	6	-0.5	3	-0.1	1
Cc1c(Cl)cccc1NC(=O)CSc1nc(=O)n(CCCN2CCOCC2)c2c1CCC2	14	5	-2	8	-13	-1	2.3	0	0.4	6
CC(C)(C)c1nc(NCCO)c2nnn(Cc3ccccc3)c2n1	10	17	17	-1	-6	9	3.4	11	-0.4	-11
CCN1C[C@@H]2[C@@H]3C(=O)N(Cc4ccccc4)C(=O)[C@@H]3[C@](Cc3ccccc3)(C1=O)N2C(=O)c1ccc(Cl)cc1	7	-17	5	-2	1	56*	-1.9	-12	0.1	1
O=S(=O)(c1ccccc1)N1N=C(c2cccs2)CC1c1cccc(O)c1 (stereo not drawn)	6	-5	5	-8	10	0	-0.7	-4	-0.1	-37
CC[N+]1(CC)CC2=Cc3c(ccc4ccccc34)C(C)C2C1 (stereo not drawn)	3	-4	-25	8	2	8	-0.9	1	-0.7	0
Cc1ccc(N(CC(=O)N/N=C/c2cc(C)n(-c3ccccc3C)c2C)S(C)(=O)=O)cc1	9	-11	-4	0	-2	12	-0.5	-4	-0.8	-23
COc1ccc(NC(=O)CSc2nnc3ccc(-c4cccnc4)nn23)c(OC)c1	24	0	-6	5	0	0	-1.9	6	-0.6	4
CC(C)C[C@H](NC(=O)[C@@H]1Cc2c([nH]c3ccccc23)C2c3ccccc3C(=O)N21)C(=O)N1CCC[C@@H]1C(=O)O (stereo partly drawn)	11	3	-57	7	27	-10	-0.8	-1	1.5	-10
O=C(Nc1cccs1)Nc1cccnc1Cl	10	3	-4	-7	3	-6	2.4	7	0.5	6
CC(C)c1nn2c(=O)cc(CSc3ccccc3NC(=O)c3ccccc3F)nc2s1	14	4	-2	-2	-10	-1	0.2	-1	-0.2	5
COC(=O)c1ccc(Cn2nnc3c(=O)[nH]c(C4CCCN(S(=O)(=O)c5ccc(C)cc5)C4)nc32)cc1 (stereo not drawn)	3	10	-8	-8	3	6	2.5	4	-0.5	3
CNc1ccccc1C(=O)OC(C)C(=O)Nc1ccc(Cl)cn1 (stereo not drawn)	3	0	i	-7	-3	6	3.6	-1	0.6	7
CCCc1cc(CN2CCOCC2)c(O)c(CN2CCOCC2)c1O	9	2	-14	0	10	0	-1.1	4	-0.4	10
O=C(NCc1ccccc1Cl)c1csc([C@@H]2O[C@H](CO)[C@@H](O)[C@H]2O)n1	3	1	-4	0	0	-2	1.5	1	0.6	-1
CN(C)CCN1C(=O)c2oc3ccccc3c(=O)c2C1c1ccc(F)cc1 (stereo not drawn)	0	-13	-13	1	1	10	-2.1	-4	0.2	-2

From PubChem BioAssay
